ROC1-CUL1 inh = inhibitors of human ROC1-CUL1 ubiquitin ligase activity | P62877+Q13616 | in vitro K48 di-Ub FRET, acceptor:donor ratio, 45 min | inhibition, % at 10 µM | actives 0.6% (n = 140,000); in the data active = inhibition above about 25%
Target sequence (P62877 whole entry, looked up): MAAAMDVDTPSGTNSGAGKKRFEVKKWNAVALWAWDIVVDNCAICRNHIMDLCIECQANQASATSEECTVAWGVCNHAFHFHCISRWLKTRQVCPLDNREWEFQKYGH
Target sequence (Q13616 whole entry, looked up): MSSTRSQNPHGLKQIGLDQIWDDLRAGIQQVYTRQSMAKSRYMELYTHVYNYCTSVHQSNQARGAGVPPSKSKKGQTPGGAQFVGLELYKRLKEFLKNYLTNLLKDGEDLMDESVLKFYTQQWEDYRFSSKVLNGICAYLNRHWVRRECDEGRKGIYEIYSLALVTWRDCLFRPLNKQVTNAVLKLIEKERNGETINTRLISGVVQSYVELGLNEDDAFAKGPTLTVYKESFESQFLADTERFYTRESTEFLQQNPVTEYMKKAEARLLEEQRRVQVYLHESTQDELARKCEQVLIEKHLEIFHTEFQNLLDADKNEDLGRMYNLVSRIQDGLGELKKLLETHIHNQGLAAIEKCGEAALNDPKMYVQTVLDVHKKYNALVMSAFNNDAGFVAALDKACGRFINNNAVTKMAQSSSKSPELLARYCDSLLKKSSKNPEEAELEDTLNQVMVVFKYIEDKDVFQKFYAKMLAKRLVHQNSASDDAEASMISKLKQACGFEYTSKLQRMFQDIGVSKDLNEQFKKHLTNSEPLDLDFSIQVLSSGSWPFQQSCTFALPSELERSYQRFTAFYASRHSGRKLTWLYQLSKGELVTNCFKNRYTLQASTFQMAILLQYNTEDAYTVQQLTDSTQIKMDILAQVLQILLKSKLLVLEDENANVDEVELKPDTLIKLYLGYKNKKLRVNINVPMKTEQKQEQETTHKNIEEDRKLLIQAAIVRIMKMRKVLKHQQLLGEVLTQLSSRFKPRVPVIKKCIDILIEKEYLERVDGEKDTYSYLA
Starred values were filed as active, the others as inactive. These rows are one share of the data. The share of hits here may be higher or lower than overall.

SMILES	ROC1-CUL1 inh
Cc1nn(CC(=O)NCc2ccco2)c(=O)c2cc3ccccc3n12	-4.3
Cc1cccc(Cn2c(=O)cc(C)c3ccccc32)c1	4.1
COC(=O)c1c(OCCc2ccccc2F)cc(=O)n2c1CCN(C(=O)c1ccccc1Cl)CC2	-0.2
Cn1c(C(=O)Nc2cccc(Cl)c2)cc2c(=O)n(C)c3ccccc3c21	-12.0
COc1ccc(C2C(C(=O)OCC(C)C)=C(C)N=C3SCCC(=O)N32)cc1OC (stereo unspecified)	10.3
O=C(O)C1C2CCC(O2)C1C(=O)NCc1cccs1 (stereo unspecified)	0.1
COc1ccc(CCc2nnc(CCC(=O)NCC3CCCO3)o2)cc1 (stereo unspecified)	-2.1
Fc1cccc(Cc2noc(CN3CCN(c4ccc(Cl)cc4)CC3)n2)c1	-2.8
CCCc1[nH]nc2c1C(c1ccc(OC)c(Cn3nc(C)c(Br)c3C)c1)C(C#N)C(=N)O2 (stereo unspecified)	10.3
COC1CCN(Cc2nc(-c3cc(F)ccc3F)oc2C)CC1	5.7
COCCO[C@H]1[C@H](NC(=O)C(C)C)c2ccccc2C12CCN(Cc1cccc(O)c1)CC2	2.0
COc1ccc(OC)c(C2=NS(=O)(=O)N(C)C(C(=O)Nc3ccc(C(C)=O)cc3)=C2)c1	-15.2
CCOC(=O)c1cccc(COC(=O)c2cccc(-c3nnc(-c4ccccc4)o3)c2)c1	-9.4
C/C(=N\NC(=O)CSc1nc2ccccc2n1Cc1ccc(Cl)cc1)c1ccco1	-6.1
C/C(=N/N1CCN(Cc2cccc3ccccc23)CC1)c1ccccc1	3.3
Cc1ccc2c(c1)c1c(c(=O)n(-c3ccccc3)c(=O)n1CC(=O)c1ccc(F)cc1)n2C	1.6
COC(=O)c1cc(NC(=O)CSc2nc3ccccc3[nH]2)ccc1Cl	7.7
CCOc1ccccc1CN1CCN(Cc2cc3ccccc3[nH]2)CC1CCO (stereo unspecified)	7.2
CC(Oc1cccc2c1OC(C)(C)C2)C(=O)O (stereo unspecified)	-2.7
COc1ccc(CNC(=O)c2cc(C)nc3c2c(C)nn3-c2cccc(Cl)c2C)cc1	4.1
CCc1nnc(SCC(=O)Nc2ccc(F)cc2F)c2cc3sc(C)cc3n12	7.8
COc1ccc(NCc2cc3cc4c(cc3n(CC(=O)Nc3cccc(F)c3)c2=O)OCO4)cc1	0.4
CCOC(=O)C1=C(C)N(c2ccc(C)cc2)C(=O)/C1=C\c1ccc(OCC)cc1	3.6
COC(=O)c1cc(N2C(=O)C3C(C2=O)C2(C)C=CC3(C)O2)ccc1Cl (stereo unspecified)	0.3
COc1ccc(CNC(=O)CC(c2ccc(OC)cc2)N2Cc3ccccc3C2=O)cc1 (stereo unspecified)	2.3
CCOc1nc(N=C(Cl)N(C)C)c(C#N)c(-c2ccc(Cl)cc2)c1C#N	1.6
CCS(=O)(=O)c1ncc(CN(C)Cc2ccsc2)n1CCOC	3.4
COc1ccc(CCNC(=O)Cc2ccc(OCc3ccccc3)c(OCc3ccccc3)c2)cc1OC	-3.2
CCc1ccc(S(=O)(=O)Nc2cc(SCC(=O)O)c(O)c3ccccc23)cc1	107.6*
CC1CCN(CCOc2ccc(Br)cc2)CC1	-0.4

For reference, 7 of the compounds above.
SMILES	ROC1-CUL1 inh
COC(=O)c1cc(N2C(=O)C3C(C2=O)C2(C)C=CC3(C)O2)ccc1Cl (stereo unspecified)	0.3
COc1ccc(CNC(=O)CC(c2ccc(OC)cc2)N2Cc3ccccc3C2=O)cc1 (stereo unspecified)	2.3
CCOc1nc(N=C(Cl)N(C)C)c(C#N)c(-c2ccc(Cl)cc2)c1C#N	1.6
CCS(=O)(=O)c1ncc(CN(C)Cc2ccsc2)n1CCOC	3.4
COc1ccc(CCNC(=O)Cc2ccc(OCc3ccccc3)c(OCc3ccccc3)c2)cc1OC	-3.2
CCc1ccc(S(=O)(=O)Nc2cc(SCC(=O)O)c(O)c3ccccc23)cc1	107.6*
CC1CCN(CCOc2ccc(Br)cc2)CC1	-0.4

Further entries
SMILES	ROC1-CUL1 inh
Brc1cccc(-c2nnc3sc(-c4ccccn4)nn23)c1	9.8
O=C1CCCN1CC(=O)N1CCC(C2CCN(Cc3cccc(F)c3F)CC2)C1 (stereo unspecified)	0.3
Cc1nc(NC(=O)c2ccccc2Cl)ccc1Br	-6.2
CC(C)(C)OCC(O)CN1CCc2ccccc2C1 (stereo unspecified)	2.3
CC(=O)C(Cc1ccc(Cl)cc1Cl)C(=O)c1ccccc1 (stereo unspecified)	9.1
COc1ccccc1OCCn1c(-c2ccc(Cl)cc2)nc2ccccc2c1=O	-3.8
O=C(CNC(=O)c1ccco1)NCC(=O)OC(C(=O)c1ccccc1)c1ccc(Cl)cc1 (stereo unspecified)	2.1
Cc1cc(C)nc(SCCC(=O)N(C)C)n1	0.1
COc1ccc(-n2nnc(C(=O)NCCc3ccccc3)c2C)cc1Cl	2.6
COc1cc(/C=N/NC(=O)c2nonc2N)ccc1OC(=O)c1cc(F)c(F)cc1Cl	0.3
O=C(Nc1ccnn1C1CCN(C(=O)c2ccoc2)CC1)c1ccc2c(c1)OCO2	-3.1
Cc1cccc(C(=O)NC2CC(C)(C)Cc3nc(N4CCOCC4)ncc32)n1 (stereo unspecified)	-5.9
CC(C)CCOc1ccccc1Cn1c(=O)sc2ccccc21	-4.5
COc1ccc(Cn2c(CO)cnc2SCc2ccc(C)cc2)cc1	-1.8
O=C(Nc1ccccc1O)c1cc(S(=O)(=O)N2CCCC2)ccc1Cl	5.4
CCOCCc1nnc(NC(=O)C(=O)c2cc(C)n(-c3ccc(Cl)cc3)c2C)s1	-1.5
COc1ccccc1NS(=O)(=O)Cc1cccc(C)c1	6.4
CCc1ccc(C(=O)c2cn(CC(=O)Nc3ccc(C)c(C)c3)c3ccccc3c2=O)cc1	-1.3
COc1cccc(Cc2nc3ccccc3nc2SCC(=O)Nc2ccccc2F)c1	1.0
CN(Cc1ccccc1)C1CCCN(C(=O)CCN2CCCCC2=O)C1 (stereo unspecified)	-3.4
NC(=O)CSc1nc2sc3c(c2c(=O)n1-c1ccccc1)CCCC3	-6.7
Cc1cccc2nc(-c3ccc(Cl)s3)c(Nc3ccc4c(c3)OCCO4)n12	-4.5
COc1ccc(NS(=O)(=O)c2ccc3c(c2)CCN3C(=O)CCC(=O)O)cc1Cl	2.8
Cc1ccc(N2CCCn3c2nc2c3c(=O)n(C)c(=O)n2C)cc1	11.3
CCc1ccccc1N(C)C(=O)C1CCCN(c2ncnc3onc(-c4ccc(F)cc4)c23)C1 (stereo unspecified)	-2.1
Fc1cccc(-c2cnnc(NCCC3=CCCCC3)n2)c1	-6.1
Cc1cc(NCc2cccnc2Oc2ccc(C)c(F)c2F)nc(N)n1	-5.0
CCC(=O)Nc1ccccc1-c1nc2ccccc2n(C(C)C(=O)Nc2cccc(Cl)c2C)c1=O (stereo unspecified)	12.8
COCCCN1C(=O)CC(CC(=O)N2CCN(c3ccccc3)C(=O)C2)(c2ccccc2OC)C1=O (stereo unspecified)	6.3
O=C(CCc1ccccc1)NNC(=O)Nc1ccccc1	-7.1

ROC1-CUL1 inh, hit marks shown above
SMILES	ROC1-CUL1 inh
CCc1ccc(S(=O)(=O)Nc2cc(SCC(=O)O)c(O)c3ccccc23)cc1	107.6*

Continuation:
SMILES	ROC1-CUL1 inh
COCCOc1ccc(C(=O)Nc2c(C)cccc2C)cc1	5.5
CCOC(=O)C(Cc1c[nH]c2ccccc12)NC(=O)c1ccc(C(C)(C)C)cc1 (stereo unspecified)	-0.9
CC(C)CCNC(=O)c1cc2cc(S(=O)(=O)N3CCCCC3)ccc2n1C	-0.5
CC(C)NS(=O)(=O)N1CCN(c2ccncc2S(=O)(=O)N2CCOCC2)CC1	-4.1
Cc1ccc(C(=O)c2ccccc2)cc1[N+](=O)[O-]	0.8
O=C(Nc1ccc(Cl)cc1)OCCSc1nnnn1-c1ccccc1	4.2
NC(=O)C1C(=O)NC(c2ccccc2)C=C1c1ccccc1 (stereo unspecified)	9.6
Cc1cccc(N(C)c2nc3ccccc3c3nnc(C)n23)c1	11.6
Brc1ccc(-c2nc3ccccn3c2Nc2ccc3c(c2)OCCO3)o1	-3.0
COc1ccc(C)cc1Nc1c2c(nc3ccccc13)CCC2	-7.2
Cc1nc(CN2CCN(Cc3nc(-c4cccc(Cl)c4)no3)CC2)cs1	3.4
Nc1cc(C(=O)N2CCCC2)cc(C(=O)N2CCCC2)c1	1.9
O=C(CSc1nnc2n1CCCN2C(=S)Nc1ccc(Cl)cc1)c1ccccc1	2.7
O=C(CSc1nc2ccc(N3C(=O)c4ccccc4C3=O)cc2s1)Nc1cccc(Cl)c1	-7.8
COc1ccccc1N1CCN(C(=O)Cc2c(SC)[nH]c3ccccc23)CC1	-1.0
CC(C)(C)NC(=O)Cn1cnc([N+](=O)[O-])n1	12.4
CC(=O)Nc1ccccc1C(=O)OCc1ccc(Cl)c(Cl)c1	-7.1
CCOC(=O)C1(Cc2ccccc2C)CCCN(C(=O)Cn2nc(C)nc2C)C1 (stereo unspecified)	-6.9
COc1nc(OC(C)C#N)nc(C)c1Cl (stereo unspecified)	6.5
COc1cc(C(c2c(C)n(C)n(-c3ccccc3)c2=O)C2C(=O)Oc3ccccc3C2=O)ccc1OCC(=O)O (stereo unspecified)	-4.1
CCN(CC)C(=O)CN1C(=O)COc2ccc(S(=O)(=O)N3CCOCC3)cc21	4.5
CCOC(=O)c1cc(-c2ccccc2)n(CCCC(=O)Nc2ccc(C)cc2Cl)c1C	-2.7
Cc1nnc(NC(NC(=O)c2ccccc2F)(C(F)(F)F)C(F)(F)F)s1	-5.8
Cc1cc(C)n(/N=C/c2ccc(Cl)c([N+](=O)[O-])c2)c(=O)c1C#N	4.0
CC(C)(C)C1C/C(=C\c2ccc([N+](=O)[O-])o2)C(=O)/C(=C/c2ccc([N+](=O)[O-])o2)C1 (stereo unspecified)	9.0
Cc1cc2nc(-c3cccc(NC(=O)c4cccc5ccccc45)c3)oc2cc1C	1.6
COc1ccc(C(=O)n2nnc3ccccc32)cc1OC	-8.3
COc1ccc(S(=O)(=O)Nc2cccc(C3OCCCO3)c2)cc1OC	-7.0
Cn1nnnc1NCc1ccc(Cl)c(Cl)c1	-3.2
Cc1cc(C)c2c(NC(=O)CN3CCCCC3)csc2n1	-4.6
CCN(CC)Cc1nc2ccccc2c(=O)[nH]1	1.0
N#C/C(=C/c1ccccc1Cl)c1nc2ccccc2c(=O)[nH]1	6.9
Cc1nn(-c2ccccc2)c(C)c1/C=C/C(=O)c1ccc(Cl)s1	5.1
CC1(C#CC(=O)O)CC1(Cl)Cl (stereo unspecified)	-3.3
CCN(CC)c1ccc(C2Nc3ccc4ccccc4c3C3=C2CC(C)(C)CC3=O)cc1 (stereo unspecified)	-0.1
Cc1ccc(C(=O)n2nnc3ccccc32)cc1	-8.4
Cc1ccc(COC(=O)c2[nH]c3c(c2C)C(=O)CC(c2ccc(Cl)cc2)C3)cc1 (stereo unspecified)	-15.0
CCOc1ccc(NC(=O)Cn2c(=O)c(CNc3ccc(CC)cc3)cc3cc4c(cc32)OCO4)cc1	11.3
CCOC(=O)C1C(=N)OC2=C(C(=O)CC(C)C2)C1c1cccnc1 (stereo unspecified)	-2.4
Cc1ccccc1Cn1c(COc2ccc(Cl)cc2)nc2ccccc21	-9.3
CC1CCN(c2nc(-c3ccccc3Cl)nc3ccccc23)CC1	0.3
Clc1cccc(CNCC2CCNCC2)c1	-3.9
Cc1cccc(C(=O)n2nc(-c3cccnc3)nc2NCc2ccc(F)cc2)c1	-6.2
O=C1CSC(=Nc2nc(-c3ccccc3)c(-c3ccccc3)s2)N1	-0.8
CCOc1ccc(CNC(=O)c2cccc(NC(=O)N3CCSc4ncccc43)c2)cc1	4.5
COc1cc(C(=O)Nc2ccc(-c3nc4ccccc4[nH]3)cc2)cc(OC)c1OC	7.7
CCN(C)CC1(O)CCCN(Cc2cccc(C)c2)C1=O (stereo unspecified)	-7.1
COc1cc(C2CC(C(F)(F)F)n3ncc(C(=O)O)c3N2)cc(OC)c1OC (stereo unspecified)	0.1
CCCC(=O)NCc1nc2cccnc2n1Cc1ccc(F)cc1	-8.1
COc1cccc(CNc2ncc(-c3ccc(Br)cc3)n2C)c1	-0.3
CC(=Nc1ccc(-c2ccccc2)cc1)c1ccccc1	-7.7
CCOC(=O)C1=C(c2ccccc2)N=c2s/c(=C\c3cc(OC)ccc3OC)c(=O)n2C1c1cccc(OC)c1 (stereo unspecified)	-5.2
COCC1CCN(C(=O)c2cc(NC(=O)CC3CCCC3)cc3nc(C4CCCO4)n(C)c23)CC1 (stereo unspecified)	11.5
CCOC(=O)N1CCN(C(=O)Nc2ccc(F)cc2)CC1	9.4
CCc1cccc(CC)c1NC(=O)CN1CC(C)OC(C)C1 (stereo unspecified)	-1.0
O=C(CC12CC3CC(CC(C3)C1)C2)N/N=C/c1ccsc1	2.1
O=C1CSc2nc(-c3cnccn3)nn21	0.2
CCOCCCn1c(=N)c(C(=O)NC2CCCC2)cc2c(=O)n3cc(C)ccc3nc21	5.3
O=[N+]([O-])c1cccc(/C=C/C=Nc2ccc3oc(-c4cccc(Cl)c4)nc3c2)c1	0.0
COC(=O)[C@@H]1[C@@H](c2ccccc2)N=N[C@@]1(C)C(=O)OC	5.6

Some of these compounds in order of the ROC1-CUL1 inh value, high to low:
SMILES	ROC1-CUL1 inh
COC(=O)[C@@H]1[C@@H](c2ccccc2)N=N[C@@]1(C)C(=O)OC	5.6
O=[N+]([O-])c1cccc(/C=C/C=Nc2ccc3oc(-c4cccc(Cl)c4)nc3c2)c1	0.0
CCc1cccc(CC)c1NC(=O)CN1CC(C)OC(C)C1 (stereo unspecified)	-1.0
CCOC(=O)C1=C(c2ccccc2)N=c2s/c(=C\c3cc(OC)ccc3OC)c(=O)n2C1c1cccc(OC)c1 (stereo unspecified)	-5.2
CC(=Nc1ccc(-c2ccccc2)cc1)c1ccccc1	-7.7

(continued)
SMILES	ROC1-CUL1 inh
COc1ccc(/C=N/NC(=O)c2csc3ccccc23)cc1Cn1nc(C)cc1C	8.8
Cc1nnc(Sc2nc3ccccc3o2)c2ccccc12	6.6
FC(F)(F)c1ccc(-c2nnc(/C=C/c3ccc(Cl)cc3)o2)cc1	9.4
CCOC(=O)C1C(CN2CCN(c3ccccc3F)CC2)=NC(=O)NC1c1ccc(OC)cc1 (stereo unspecified)	2.4
COCCCn1c(=O)c2sccc2n2c(CCCC(=O)Nc3ccc(F)c(F)c3)nnc12	-4.3
O=c1c2ccccc2ncn1Cc1ccc(Br)cc1	-4.0
Cc1cc(C)c(Cn2c(CCNC(=O)c3ccco3)nc3ccccc32)c(C)c1	-9.0
Cc1cc(Br)ccc1OCC(=O)NC(=S)Nc1ccccc1C(N)=O	-0.4
